# M1 ag: activates human CHRM1 receptor | P11229 | AID 588814 | 360,000 tested, 0.33% active | CHO-K1 hM1, Fluo-8 calcium fluorescence, agonist mode; 0% DMSO, 100% acetylcholine EC100 | activation, % at 3 µM;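 active = activation above the run's mean compound activation plus 3 SD, cut at about 16% in these data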;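 note: peak over basal fluorescence ratio within a 140 s kinetic read after compound addition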
# M1 PAM: human CHRM1 positive allosteric modulation; P11229; CHO-K1 hM1, Fluo-8 calcium fluorescence, ACh EC20; 0% = ACh EC20, 100% = maximal ACh; activation, % at 3 µM; 360,000 tested, 0.088% active; in the data active = activation above about 19%, passing the limit was not always enough
# TAAR1 antagonist: human TAAR1 antagonism; CHO RD-HGA16 TAAR1, Fluo-8 calcium fluorescence, antagonist; 360,000 tested, 1.5% active; inhibition, % at 3 µM; Q96RJ0;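 active = inhibition above a per-plate cutoff, the mean inhibition of test compounds on that plate plus 3 SD, cut at about 49% in these data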;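 note: 0% = DMSO plus EC80 beta-PEA response and 100% = DMSO alone without agonist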
# Target sequence (Q96RJ0 whole entry, looked up): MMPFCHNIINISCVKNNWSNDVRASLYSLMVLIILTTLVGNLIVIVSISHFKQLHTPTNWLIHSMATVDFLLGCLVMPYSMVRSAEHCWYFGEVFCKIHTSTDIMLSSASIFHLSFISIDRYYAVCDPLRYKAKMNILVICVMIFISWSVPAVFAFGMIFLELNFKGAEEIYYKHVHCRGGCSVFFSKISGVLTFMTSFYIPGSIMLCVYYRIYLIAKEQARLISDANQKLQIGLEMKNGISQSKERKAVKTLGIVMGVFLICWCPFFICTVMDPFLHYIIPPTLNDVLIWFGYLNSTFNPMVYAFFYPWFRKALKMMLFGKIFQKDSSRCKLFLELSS
#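 System: CHO RD-HGA16 cells bearing hTAAR1. Reagent: EC80 β-phenethylamine stimulus. Schedule: seeding 17-24 h prior, 75-min 37 °C, 30-min RT dye loading. Signal: Fluo-8 intracellular calcium dye fluorescence, real-time kinetic reads. Read-out: % inhibition from peak post-agonist over basal fluorescence ratio. Benchmarks: vehicle wells and EC80 agonist wells. Replicates: n of 1.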
# V1aR counter: V1a receptor agonism, counter-screen for OXTR agonists; CHO-V1R cells, Fluo-8 calcium fluorescence, agonist mode; 0% DMSO, 100% 3 nM vasopressin; 320,000 tested, 0.25% active; activation, % at 3 µM;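 active = activation above the mean activation of all tested compounds plus 3 SD, per screening run, cut at about 20% in these data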;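 note: signal is peak over basal fluorescence ratio across a 100 second FLIPR read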
# Target sequence (P37288 whole entry, looked up): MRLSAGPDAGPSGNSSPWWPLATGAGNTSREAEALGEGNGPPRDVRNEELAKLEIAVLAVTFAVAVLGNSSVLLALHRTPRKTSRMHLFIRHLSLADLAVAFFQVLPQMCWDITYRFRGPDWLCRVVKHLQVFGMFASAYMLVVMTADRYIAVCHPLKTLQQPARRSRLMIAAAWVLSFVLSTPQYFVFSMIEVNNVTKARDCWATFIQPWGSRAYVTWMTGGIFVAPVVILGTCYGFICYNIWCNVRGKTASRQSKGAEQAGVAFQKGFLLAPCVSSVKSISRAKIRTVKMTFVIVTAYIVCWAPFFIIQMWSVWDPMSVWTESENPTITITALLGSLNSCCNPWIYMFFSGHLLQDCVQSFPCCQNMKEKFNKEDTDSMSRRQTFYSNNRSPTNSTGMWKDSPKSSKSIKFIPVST
# TAAR1 ag: agonists of human TAAR1; 360,000 tested, 0.99% active; Q96RJ0; activation, % at 3 µM; CHO RD-HGA16 TAAR1, Fluo-8 calcium fluorescence; vehicle wells 0%, saturating PEA agonist 100%; AID 624467;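 active = activation above the mean activation of all test compounds in the run plus 3 SD, cut at about 38% in these data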
#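 Test system: RD-HGA16 (CHO) cells co-expressing Gα16 and hTAAR1; dosing: one-point dosing at 3 µM (nominal); timing: 17-24 h seeding, 75 min 37 °C dye, 30 min RT; signal: kinetic Fluo-8 calcium fluorescence; read-out basis: % activation relative to PEA EC100 response; controls: DMSO and PEA EC100; replicates: n 1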
# OXTR potentiate: potentiates the human oxytocin receptor response; P30559; CHO-OTR cells, Fluo-8 calcium fluorescence, potentiator mode; 0% = oxytocin EC15, 100% = EC100; activation, % at 3 µM; 320,000 tested, 0.061% active; AID 2445;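 active = activation above that plate's cutoff, the mean activation of tested compounds plus 3 SD, cut at about 6.6% in these data, passing the limit was not always enough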;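 note: 100% uses oxytocin at 75 nM as the full agonist control; some results filed as inactive read as strong as hits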
#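 Measured by – Fluo-8 calcium dye fluorescence · Test system – human OTR in CHO cells · Dosing – one concentration, 3.0 µM compound · Controls – EC15 oxytocin alone as 0%, 75 nM oxytocin as 100% · Evaluation – normalized max/min fluorescence ratio, % activation · Timing – 6 min pre-incubation, 100 s read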
# CHO parental Ca: signal in parental CHO cells, OX1R antagonist counter-screen | parental CHO-K1, ATP-induced calcium, Fluo-8 fluorescence | inhibition, % at 5.6 µM | 330,000 tested, 0.63% active | AID 463079;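 active = inhibition above that plate's mean sample inhibition plus 3 SD, cut at about 26% in these data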;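 note: 0% = ATP-challenged DMSO wells and 100% = DMSO wells without ATP; some compounds past the cut are filed as inactive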
#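 test system = CHO parental line | reagent = ATP stimulus | measured by = intracellular calcium via Fluo-8 no-wash fluorescent dye | control set = ATP and no-ATP DMSO wells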
# CHRM1 antagonist: human CHRM1 antagonism. CHO-K1 hM1, Fluo-8 calcium fluorescence, ACh EC80 antagonist. P11229. 360,000 tested, 1.3% active. inhibition, % at 3 µM. AID 588852;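 active = percent inhibition above its own plate's cutoff, namely the mean of that plate's compound wells plus 3 SD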;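 note: peak over basal fluorescence ratio during 140 s after agonist addition; 0% = ACh EC80 plus DMSO and 100% = DMSO alone without agonist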
# OXTR ag: agonists of human oxytocin receptor. activation, % at 3 µM. 320,000 tested, 0.32% active. AID 2435. CHO-OTR cells, Fluo-8 calcium fluorescence; normalized: DMSO 0%, oxytocin 100%. P30559;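 active = activation above the mean of all tested compounds plus 3 SD, cutoff set per screening run, cut at about 20% in these data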;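 note: peak over basal fluorescence ratio from a 100 s FLIPR kinetic read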
# An asterisk follows results filed as active; · = not tested or not shown; & = joins results of further samples.
# Under each structure – M1 ag	M1 PAM	TAAR1 antagonist	V1aR counter	TAAR1 ag	OXTR potentiate	CHO parental Ca	CHRM1 antagonist	OXTR ag
> Cn1nc(C(F)(F)F)c(-c2cccc(C(F)(F)F)c2)c1NC(=O)c1ccco1
  -8	6	5	0.5	-2	-15	-9	-5	-3.1
> CCN(CC(=O)Nc1cc(Cl)ccc1Cl)C(=O)c1ccc(-n2cccn2)cc1
  -5	-2	-3	1.8	5	-8	-16	1	-1.0
> CC1CC1C(=O)OCC(=O)Nc1cccc(F)c1 (stereo not drawn)
  -1	2	-16	0.7	8	-6	-1	-7	-0.8
> Cc1nc2ccc(NC(=O)Cc3ccsc3)cc2s1
  -1	4	-10	0.1	0	-6	-20	-1	-0.2
> CCN(CC)CCCNC1=C(Cl)C(=O)c2ccccc2C1=O
  -9	-9	-19	-0.3	0	0	-5	29	-0.5
> CC(=O)Nc1ccc(NC(=O)CSc2nnc(-c3cccs3)n2N)cc1
  -2	0	-5	1.9	1	-1	4	-1	0.5
> COc1cccc(OCC(O)CNC(=O)c2oc3ccc(C)cc3c2C)c1 (stereo not drawn)
  -5	5	-18	-0.1	0	-1	-21	-6	0.1
> COc1ccc(S(=O)(=O)Nc2cccc3c2O[C@H](CN(C)C(=O)Nc2c(C)noc2C)[C@@H](C)CN([C@H](C)CO)C3=O)cc1
  -2	6	4	1.6	2	6	-6	-13	0.5
> O=C(O)c1ccnc(Cl)c1
  -4	6	12	-0.1	4	-1	-2	-5	-0.3
> Cc1c(NC(=O)CSc2nc(-c3ccco3)cc(C(F)(F)F)n2)c(=O)n(-c2ccccc2)n1C
  -3	4	-15	-0.5	9	-1	-12	-5	-0.8
> Cc1ccc(S(=O)(=O)NC2=C(N3CCN(c4ccccc4F)CC3)C(=O)c3ccccc3C2=O)cc1
  -3&-2	6&-6	0&0	-0.8	3&9	-18	-10	-16&16	-0.3
> CCOC(=O)CCNCc1ccc(F)cc1
  -2	-10	-2	-0.5	0	1	3	40*	0.0
> Cc1nc2c(C(=O)NCCc3ccccc3Cl)c[nH]n2c(=O)c1Cl
  -3	8	61*	-1.0	84*	1	-4	2	-1.0
> O=c1[nH]c(=S)[nH]c2c1C(c1ccc(F)cc1)OC(C1CCCCC1)C2 (stereo not drawn)
  -5	-2	-4	·	0	·	·	-21	·
> CCN(CC)c1ccc(NC(=O)COC(=O)CCC(=O)c2ccc(F)cc2)cc1
  -4	4	-14	1.2	8	-15	-10	-27	1.8
> COc1ccc(CC(=O)Nc2ccc(C(=O)O)cc2NC(=O)Cc2ccc(OC)cc2)cc1
  -3	5	9	0.2	4	-3	3	-15	0.2
> CN1CCn2cnc(C(=O)NCc3ccccc3)c2C1=O
  -1	-21	-10	·	3	·	·	24	·
> COC(=O)c1sccc1NC(=O)Nc1ccc(Cl)c(Cl)c1
  -1	-8	54*	2.0	2	-7	12	30	-0.6
> Cc1ccc(C)c(NC(=O)CCC(=O)NN=C2CCCC2)c1
  -3	1	-8	·	1	·	·	-1	·
> Cc1c(NC(C)c2cc(Cl)ccc2O)c(=O)n(-c2ccccc2)n1C (stereo not drawn)
  -3	11	-8	1.1	18	-6	-23	-14	0.2
> OC1CCN(Cc2ccc(OCc3ccccc3)cc2)CC1
  -11	-15	-13	0.5	6	-5	7	16	1.5
> Cc1ccccc1C(=O)NNC(=S)Nc1cccc(C(F)(F)F)c1
  3	-3	3	2.6	4	-9	-12	4	3.8
> COc1cccc(CNCc2ccccc2Br)c1OC
  -4	2	3	4.5	8	3	-25	-6	2.1
> NC(=O)c1ccc(N2CCN(c3ccc(O)cc3)CC2)c([N+](=O)[O-])c1
  -2	4	4	1.0	4	-15	-4	0	0.0
> Nc1nc(COC(=O)C2CC(=O)N(CCc3ccccc3)C2)nc(Nc2ccccc2)n1 (stereo not drawn)
  -2	1	13	0.3	10	-7	-16	3	-1.7
> Cc1onc(-c2ccccc2)c1C(=O)OCC(=O)N(CC(C)C)c1c(N)n(Cc2ccccc2)c(=O)[nH]c1=O
  1	16	-37	-1.1	1	-16	-17	-38	-0.5
> CCOC(=O)[C@H](C)N1[C@H](C)[C@H](c2ccccc2)Oc2ccc(Cl)cc2S1(=O)=O
  -3	0	-19	·	-2	·	·	-5	·
> CC1(C)CC(NC(=O)c2cc(S(=O)(=O)N3CCOCC3)c(Cl)cc2Cl)CC(C)(C)N1
  1	31*	-35	0.2	3	-3	10	-25	0.5
> COc1cc(CN2CCC(C(=O)NC3CCCC3)CC2)cc(Br)c1O
  -7	7	-10	1.2	4	1	-4	-6	2.8
> Cc1nc2ccccn2c1CN(C)C(=O)C1CCC(=O)N(CCc2cccc(F)c2)C1 (stereo not drawn)
  -4	9	-19	1.1	2	-4	-17	-9	1.0
> CCn1cc(CNC(=O)/C=C/c2cnn(C)c2)c(C)n1
  -6	10	-13	0.8	2	3	-5	-11	1.0
> O=Cc1cn(-c2ccccc2)nc1-c1cccc([N+](=O)[O-])c1
  -8	4	11	·	-2	·	·	-13	·
> CC(=O)CC(=O)Nc1ccc(Cl)cn1
  -6	0	11	0.4	3	0	-29	0	-0.8
> Cc1nc(NS(=O)(=O)c2ccccc2)sc1C(=O)NN
  -2	-2	9	1.6	14	5	-24	2	-0.5
> CC(C)(C)OC(=O)N(Cc1ccccc1)Cc1cccc(OCc2cccc(NC(=O)c3ccccc3)c2)c1
  -3	-3	24	·	2	·	·	1	·
> Fc1cccc(Nc2ncnc3sc4c(c23)CCC4)c1
  -7	-4	-26	-0.5	2	10	-21	0	-2.2
> COC(C[C@H]1O[C@H]1[C@@H](O)[C@@H](C)OCc1ccccc1)OC
  -5	7	8	·	5	·	·	-4	·
> COc1cc(OC)cc(C(=O)N[C@H](C(=O)Nc2cc(F)ccc2C)C(C)C)c1
  -6	6	-23	0.1	-1	-9	-6	-4	-1.5
> CCN1CCN(C(=O)c2ccc(N3CC4CC(C3)c3cccc(=O)n3C4)c(NC(=O)c3cc(OC)cc(OC)c3)c2)CC1 (stereo not drawn)
  -4	0	-19	0.4	4	-4	-9	-2	0.5
> O=C(Nc1ccc2nc([C@H]3C[C@H](O)[C@@H](CO)O3)[nH]c2c1)NC(c1ccccc1)c1ccccc1
  -2	7	-19	·	1	·	·	-9	·

# Given field by field: part of the list above
CC(=O)CC(=O)Nc1ccc(Cl)cn1
  M1 ag: -6; M1 PAM: 0; TAAR1 antagonist: 11; V1aR counter: 0.4; TAAR1 ag: 3; OXTR potentiate: 0; CHO parental Ca: -29; CHRM1 antagonist: 0; OXTR ag: -0.8
Cc1nc(NS(=O)(=O)c2ccccc2)sc1C(=O)NN
  M1 ag: -2; M1 PAM: -2; TAAR1 antagonist: 9; V1aR counter: 1.6; TAAR1 ag: 14; OXTR potentiate: 5; CHO parental Ca: -24; CHRM1 antagonist: 2; OXTR ag: -0.5
CC(C)(C)OC(=O)N(Cc1ccccc1)Cc1cccc(OCc2cccc(NC(=O)c3ccccc3)c2)c1
  M1 ag: -3; M1 PAM: -3; TAAR1 antagonist: 24; V1aR counter: ·; TAAR1 ag: 2; OXTR potentiate: ·; CHO parental Ca: ·; CHRM1 antagonist: 1; OXTR ag: ·

# Other entries follow.
# Under each structure – M1 ag	M1 PAM	TAAR1 antagonist	V1aR counter	TAAR1 ag	OXTR potentiate	CHO parental Ca	CHRM1 antagonist	OXTR ag
> CCCCCc1ccc(-c2ccc(/C=C/C(N)=O)cc2)nc1
  -5	8	-6	0.7	0	0	1	-9	0.4
> O=C(Nc1ccccc1F)c1ccccc1-c1ccc(C(F)(F)F)cc1
  -4	2	2	0.5	4	3	-19	2	-1.8
> COc1ccc(N=C2NC(=O)/C(=C\C=C\c3ccco3)S2)cc1
  -2	10	-6	·	0	·	·	-4	·
> Cc1cc(C)n(CCCNC(=O)Cn2nnnc2CN2C[C@@H](C)O[C@@H](C)C2)n1
  -2	-5	-16	0.5	7	-2	-1	10	0.6
> O=C1CSC(c2cn(-c3ccccc3)nc2-c2cc3ccccc3oc2=O)N1Cc1cccnc1 (stereo not drawn)
  -5	-7	47	1.3	9	-4	-4	9	0.5
> O=C(COC(=O)/C=C/c1ccccc1)NNC(=O)c1ccccc1F
  -1	5	0	·	0	·	·	-6	·
> CCn1nnc(NC(=O)c2c(OC)cccc2OC)n1
  0	5	3	0.8	4	-11	5	-10	0.7
> O=C(O)c1ccc(Cn2c(SCc3cc(=O)n4cc(Br)ccc4n3)nc3ccsc3c2=O)cc1
  ·	·	4	0.3	5	-4	-18	·	-0.8
> CN(C)CCN1CCN(C2CN(Cc3ccccc3)S(=O)(=O)C2)CC1 (stereo not drawn)
  -2	8	-11	·	2	·	·	1	·
> Cc1cc(NS(=O)(=O)c2ccc(NC(=O)NC3CCCCC3)cc2)no1
  -2	-6	-2	0.6	3	-5	-7	9	1.2
> COc1ccc(C(CC(=O)N2CCCC(C)C2)c2c(O)cc(OC)cc2OC)cc1 (stereo not drawn)
  -2	1	-10	-1.0	20	-12	-9	12	0.3
> Cc1ccc(NC(=O)CN(C)C(=O)COc2cc(F)ccc2[N+](=O)[O-])cc1
  -3	4	27	-0.3	-1	-11	-5	4	-1.0
> CCC(=O)Nc1ccc2c(c1)C(=O)N(C1CCCCC1)C2=O
  -2	-2	5	2.0	10	-5	-7	-3	2.1
> CN1CCN(c2ccc(NC(=O)c3ccc4c(c3)OCCO4)cc2)CC1
  -9	-1	-5	0.6	1	2	0	12	-0.2
> O=C(NCC1CC1)C1Cc2c(-c3ccccc3Oc3ccccc3)ccnc2O1 (stereo not drawn)
  5	16	-20	·	1	·	·	-20	·
> O=C(N/N=C/c1cn(-c2cccs2)nc1-c1ccccc1)c1ccc(O)cc1
  -8	0	26	-0.7	0	-9	-24	5	-1.1
> CCC(=O)Nc1cccc(-c2nc3ncccc3o2)c1C
  -3	7	9	0.8	1	-6	-10	-14	0.4
> Cc1ccc(CSc2nnc(-c3ccco3)n2N)cc1
  -4	-2	-7	0.1	12	-1	-7	1	0.9
> CC(=O)Nc1nnc(SCC(=O)Nc2nc(C)cs2)s1
  0	-3	-6	0.3	0	-9	-4	11	1.0
> CCOC(=O)c1c(C)oc2ccc(NS(=O)(=O)c3cccs3)cc12
  -6	3	-1	-1.1	13	2	-26	-14	-1.4
> O=C(c1cccnc1)N1CCN(S(=O)(=O)c2cccs2)CC1
  -2	13	-2	-0.1	1	-8	-5	-13	0.2
> CCn1c(=O)n(CCc2ccccc2)c(=O)c2c3c(sc21)CCCC3
  -2	-7	·	0.3	·	-11	-26	6	-1.2
> CCOc1ccc(C(=O)NCC2CCCO2)cc1OCC (stereo not drawn)
  -3	2	0	-0.3	7	-8	4	-8	0.0
> O=C(NCCCN1CCCC1=O)Nc1ccccc1F
  0	3	-8	-0.1	1	-7	-6	3	-0.3

# High-throughput results (PubChem BioAssay)
